# G6PDH counter – L. mesenteroides G6PDH inhibitors, counter-screen for G6PDH-coupled screening assays, biochemical, Leuconostoc mesenteroides enzyme. 200,000 compounds, 0.12% hits. inhibition, % at 5 µM. Purified L. mesenteroides G6PDH, diaphorase/resazurin coupled fluorescence, 45 min. glucose-6-phosphate dehydrogenase [Leuconostoc mesenteroides]; in the data active means inhibition above about 50%
# TNAP inh hi DEA – human TNAP enzyme inhibitors, primary screen, biochemical, luminescent, high phosphate acceptor level, uHTS; Alkaline phosphatase, tissue-nonspecific isozyme (Homo sapiens), P05186; purified TNAP, CDP-star luminescence, 1 M DEA; inhibition, % at 20 µM; 200,000 compounds, 0.03% hits; AID 1135, 2008;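 active means over 50% inhibition of tissue-nonspecific alkaline phosphatase at 20 µM in the single-dose screen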;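 further: plate controls were DMSO wells for no effect and EDTA-quenched wells as full inhibition for full effect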
# Target sequence (P05186 whole entry, looked up): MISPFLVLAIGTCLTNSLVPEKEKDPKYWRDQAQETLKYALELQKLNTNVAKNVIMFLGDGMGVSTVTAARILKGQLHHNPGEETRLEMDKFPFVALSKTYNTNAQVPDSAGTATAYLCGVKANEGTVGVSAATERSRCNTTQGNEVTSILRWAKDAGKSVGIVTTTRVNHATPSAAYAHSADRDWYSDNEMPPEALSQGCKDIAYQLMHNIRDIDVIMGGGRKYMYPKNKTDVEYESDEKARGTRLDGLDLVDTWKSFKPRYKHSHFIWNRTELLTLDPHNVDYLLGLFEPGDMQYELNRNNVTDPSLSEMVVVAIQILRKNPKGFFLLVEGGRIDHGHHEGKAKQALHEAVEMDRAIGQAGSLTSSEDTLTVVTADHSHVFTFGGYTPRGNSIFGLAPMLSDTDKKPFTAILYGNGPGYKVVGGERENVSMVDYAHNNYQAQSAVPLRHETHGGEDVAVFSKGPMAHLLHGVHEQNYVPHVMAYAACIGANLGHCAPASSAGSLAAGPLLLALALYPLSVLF
# FLuc stim CS – FLuc activators, initial screening, artefact control for FLuc-dependent activation tests, biochemical, ATPlite luminescence; ATPlite luciferase biochemical, 10 min; 0 = ATP-free wells, 1 = DMSO control; activation factor at 10 µM; 200,000 tested, under 10 active;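 active means luciferase activation factor, scaled between plate controls, of at least 2 with compound at 10 µM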
# Target sequence (P08659 whole entry, looked up): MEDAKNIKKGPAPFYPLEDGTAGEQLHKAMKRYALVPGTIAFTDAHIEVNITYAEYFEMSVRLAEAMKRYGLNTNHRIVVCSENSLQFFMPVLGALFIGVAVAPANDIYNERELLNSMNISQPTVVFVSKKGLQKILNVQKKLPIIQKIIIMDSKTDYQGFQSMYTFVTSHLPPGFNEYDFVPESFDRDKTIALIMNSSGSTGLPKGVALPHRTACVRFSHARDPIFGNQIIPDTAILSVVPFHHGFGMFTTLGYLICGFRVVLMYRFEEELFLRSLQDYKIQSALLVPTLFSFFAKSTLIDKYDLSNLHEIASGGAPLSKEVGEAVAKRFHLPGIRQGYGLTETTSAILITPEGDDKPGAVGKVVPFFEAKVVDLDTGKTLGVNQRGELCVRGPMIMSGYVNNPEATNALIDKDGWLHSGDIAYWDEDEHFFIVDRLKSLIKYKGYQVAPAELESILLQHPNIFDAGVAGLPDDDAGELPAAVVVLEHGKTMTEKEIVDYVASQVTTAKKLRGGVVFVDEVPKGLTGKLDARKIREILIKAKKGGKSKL
#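 Assay system: Luciferase/luciferin detection reagent, cell-free biochemical luciferase assay / Read-out: luciferase activation / Benchmarks: No-ATP low control, compound-free enzyme-plus-ATP high control / Medium: PBS buffer for ATP / Detection: luminescence measurement of luciferase light output / Schedule: 10 min at ambient temperature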
# PMI activator – activators of human PMI, primary screen, biochemical, fluorescence intensity, near-Km mannose 6-phosphate; 190,000 compounds, 0.005% hits; AID 1214, 2008; purified human PMI, coupled resazurin fluorescence, 20 min; active compounds read high; 1 = vehicle control, 0 substrate-free wells; activation factor at 20 µM;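 active means activation factor of 2 or more at 20 µM, relative to plate controls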
# TNAP inh noacc – human TNAP enzyme inhibitors, primary screen, biochemical, luminescent, no phosphate acceptor, uHTS | Alkaline phosphatase, tissue-nonspecific isozyme (Homo sapiens), P05186 | purified TNAP, CDP-star luminescence, 30 min | inhibition, % at 20 µM | 200,000 compounds, 0.26% hits;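 active means tissue-nonspecific alkaline phosphatase inhibition above about 50% at 20 µM in the single-dose screen, limit read from the data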;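 further: 0% = DMSO negative control and 100% = EDTA positive control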
# HMGR II inh – inhibitors of E. faecalis class II HMGR, primary screen, biochemical, Enterococcus faecalis; HMG-CoA reductase (Enterococcus faecalis, mvaE); purified E. faecalis HMGR, NADPH absorbance 340 nm kinetic; inhibition, % at 10 µM; 190,000 compounds, 0.41% hits; AID 1066, 2008;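 active means inhibition above a set limit, the median over all tested compounds plus 3 SD, cut at about 9.5% in these data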;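 further: enzyme runs in reverse so mevalonate oxidation gives rising NADPH absorbance; 0% = complete reaction with DMSO and 100% = background rate lacking mevalonate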
# PMI act hi M6P – human PMI activators, high substrate, primary screen, biochemical, fluorescence intensity, near-saturating mannose 6-phosphate. Mannose-6-phosphate isomerase (Homo sapiens), P34949. coupled PMI enzyme assay, resazurin fluorescence, 20 min; active compounds read high; 1 = untreated enzyme, 0 = substrate-free blank. 190,000 compounds, 0.34% hits. activation factor at 20 µM;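 active means activation factor of 2 or more at 20 µM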
#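 test system = human PMI in coupled enzyme assay | medium = HEPES-buffered pH 7.4 with magnesium and detergent | also added = 1.0 mM mannose-6-phosphate substrate with 0.22 mM NADP+ | compound = 20 µM single dose | times = 20 min incubation at room temperature | measured by = resorufin fluorescence (Ex 544/Em 590 nm) from resazurin via diaphorase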
# TNAP act hiacc – TNAP activators at high phosphate acceptor level, primary screen, biochemical, luminescence, uHTS; purified TNAP, CDP-star luminescence, 1 M DEA, 30 min; active compounds read high; 0 = EDTA background, 1 = DMSO-only activity; activation factor at 20 µM; 200,000 tested, under 10 active; AID 1136, 2008;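 active means activation factor at least 2 at 20 µM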
#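 Measured by: Luminescent substrate turnover signal | Test system: Human TNAP | Input: TNAP 1/800 final | Dosing: 20 µM single point | Schedule: 30 min, room temperature | Controls: EDTA wells as negative control, DMSO wells as positive control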
# Diaph inh CS – diaphorase inhibitors and chemical oxidizers, primary screen, counter-screen for diaphorase-coupled primary assays, biochemical, uHTS, resorufin fluorescence; inhibition, % at 20 µM; 190,000 compounds, 0.69% hits; AID 1217, 2008; diaphorase resazurin-to-resorufin fluorescence, NADH, 16 min; bacterial (C. kluyveri) enzyme, not human;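 active means primary screen inhibition at 20 µM above a set limit, cut at about 50% in these data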;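 further: plate controls were DMSO with full reaction for no effect and wells lacking NADH for full effect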
#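 Assay system – diaphorase enzyme from Clostridium kluyveri · Amount – diaphorase 0.14 U/mL (working solution) · Times – reaction incubation of 16 min at room temperature · Controls – No-NADH positive control and DMSO neutral control · Signal – resorufin fluorescence 544/590 nm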
# Diaph act CS – compounds boosting diaphorase resazurin reduction – biochemical, uHTS, resorufin fluorescence, counter-screen for diaphorase-coupled primary assays, primary screen. Diaphorase/resazurin coupled assay, 16 min; active compounds read high; 1 = vehicle wells, 0 = NADH-free wells. activation factor at 20 µM. 190,000 compounds, 0.005% hits;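 active means diaphorase activity raised at least twofold by the compound at 20 µM; inactive means activation factor below 2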
#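 Material: bacterial diaphorase enzyme (C. kluyveri); amount: enzyme 0.07 U/mL final; reagent: NADH substrate 0.114 mM plus resazurin dye 0.1 mM, final; doses: single compound dose of 20 µM, 1% DMSO final; timing: 16 min enzyme reaction, ambient temperature; measured by: fluorescence of resorufin, 544 nm excitation, 590 nm emission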
# The depositor's hits bear a star. Rows are unselected, and some 1.7% of all compounds hit somewhere here.
Compound	PMI activator	TNAP act hiacc	HMGR II inh	TNAP inh hi DEA	FLuc stim CS	G6PDH counter	Diaph inh CS	PMI act hi M6P	TNAP inh noacc	Diaph act CS
COc1ccc(NC(=O)Cn2cnc3sc(C)c(S(=O)(=O)N4CCOCC4)c3c2=O)c(OC)c1	1	1	2	-5	1.1	2	9	1	-1	0.9
CCC(C)(C(=O)Nc1ccccc1C)N(C(=O)CNC(C)=O)c1ccc(C)cc1 (configuration not stated)	1	1	-1	0	1	4	4	1	-3	1
CCN(CC)S(=O)(=O)c1ccc(N/N=C/c2cc(OC)c(OC)cc2OC)nc1	1.1	1	-7	-3	1	-1	11	1	-19	0.9
N#CCCN1CCN(CCC#N)CC1	1	1.1	2	-5	1	-4	4	1.1	-13	1
O=c1c(Cl)c(NCc2ccc(F)cc2Cl)cnn1C12CC3CC(CC(C3)C1)C2	0.9	1	-1	0	0.9	-13	20	1	-7	0.8
C/C(CCc1ccc2c(c1)OCO2)=N\N=C1\NC(=O)CC(C(=O)Nc2ccccc2F)S1 (configuration not stated)	0.9	1	-6	-3	1	6	28	0.9	-4	0.7
COc1ccc2nc(/C=N/NC(=O)[C@H](C)NC(=O)OC(C)(C)C)ccc2c1	1.1	1	-8	0	0.6	10	10	0.9	11	0.9
COC(=O)c1ccc(/C=N/NC(=O)CC(=O)NCc2cccnc2)cc1	1.1	1.1	-3	-7	1.1	6	1	1.1	-13	1
N#C/C(=N\Nc1ccccc1Cl)C(=O)c1ccccc1	0.9	0.9	2	5	0.9	6	13	0.9	-1	0.9
N#Cc1ccc(CSc2nnc(NC(=O)c3ccc4ncsc4c3)s2)cc1	1	1	-1	-4	1	16	9	1.1	4	0.9
Cn1c(O)c(C=Nc2ccc(Br)cc2)sc1=O	0.9	1	-2	-4	1	12	10	0.9	-5	0.9
CCOc1cc(C(=O)OCC(=O)Nc2ccc(Cl)cn2)ccc1OCC(=O)N1CCOCC1	1	1.1	-2	-6	1.1	0	13	1	-13	0.9
Cc1ccc(-c2nnn(CC(=O)N(CC(=O)NC(C)C)c3cnc4ccccc4c3)n2)o1	1	1.1	-1	-5	1.1	11	6	1	-13	0.9
COc1cc(C(=O)N2CCN(Cc3ccccc3C(F)(F)F)CC2)cc(OC)c1OC	0.9	1	0	-4	1	16	19	1	-5	0.8
CC(=O)Nc1nnc(Cc2ccccc2)s1	0.9	1.1	-2	-10	1	10	21	0.9	-7	0.8
Cc1cc(C)n(-c2ccc(C(=O)Nc3ccccc3N3CCOCC3)cc2)n1	1	1	0	-4	1.1	2	5	1	3	0.9
CCn1c(=O)c([N+](=O)[O-])c(NCCN(C)C)c2ccccc21	0.7	1.1	-3	-8	1	14	40	0.8	-11	0.6
O=C(CSc1nc(O)c(C2CCCCC2)c(=O)[nH]1)N1CCOCC1	1	1	-2	-1	1	12	-5	1	-5	1
Cn1nc(C(=O)OCC(=O)c2ccc[nH]2)c2ccccc2c1=O	1	1.1	-9	-6	1.1	0	6	0.9	-13	0.9
Cc1cc(C)n(-c2cc(O)c(-n3nc(C)cc3C)cc2O)n1	0.7	1.1	2	-5	1	12	39	0.6	-9	0.6

# Overlap with the part before: 2 compounds, then new ones.
Compound	PMI activator	TNAP act hiacc	HMGR II inh	TNAP inh hi DEA	FLuc stim CS	G6PDH counter	Diaph inh CS	PMI act hi M6P	TNAP inh noacc	Diaph act CS
Cn1nc(C(=O)OCC(=O)c2ccc[nH]2)c2ccccc2c1=O	1	1.1	-9	-6	1.1	0	6	0.9	-13	0.9
Cc1cc(C)n(-c2cc(O)c(-n3nc(C)cc3C)cc2O)n1	0.7	1.1	2	-5	1	12	39	0.6	-9	0.6
O=C1CCC(C(=O)OCc2c(Cl)cccc2Cl)N1 (configuration not stated)	1	1.1	3	-8	1	-4	13	1	-16	0.9
Cc1cc(-c2ccccc2)c2c3c(c(-c4ccccc4)n2n1)c(=O)n(C)c(=O)n3C	0.8	1	-1	-5	1.1	5	-12	1	-2	1.1
CCCCOc1ccc(C(=O)Nc2ccncc2)cc1	0.8	1	-1	-1	1	-18	14	0.9	-2	0.9
COc1cc2c(cc1OC)C(=O)NCC(C)(C)O2	1	1	0	-3	1.1	-1	-2	1.1	-10	1
CCN(CC)S(=O)(=O)c1cccc(C(=O)N/N=C/c2ccccn2)c1	0.9	1.1	2	-6	0.9	4	2	0.9	-36	1
O=C(Nc1cccc(Cl)c1)N(CCN1CCOCC1)Cc1ccccc1F	1	1	-6	-4	1	5	1	1.1	-7	1
COc1ccc(CSc2nc(C)cc(C)c2C#N)cc1	1	1.1	-2	-6	1.1	4	-2	1	-6	1
C/C(=N\NC(=O)c1ccccc1O)c1c(O)cc(C)oc1=O	1.1	1	-9	-2	0.9	15	6	1.1	-6	0.9
COCCOC(=O)c1c(C)oc2cc(Br)c(OCC(N)=O)cc12	0.9	1	0	0	1.1	3	12	1	-11	0.9
Cn1c(=O)oc2cc(S(=O)(=O)N3CCCC(C(=O)NCC4COc5ccccc5O4)C3)ccc21 (configuration not stated)	0.9	1	-9	1	1	-4	12	0.9	-1	0.9
CC(=O)c1ccc(OC(=O)C2c3ccccc3Oc3ccccc32)cc1	0.9	1.1	0	-5	1.1	6	23	1	-6	0.8
Cc1cc(CN(C)Cc2c(C(=O)N3CCCCCCC3)nc3ccc(Cl)cn23)n[nH]1	0.9	1.1	6	-7	1	6	24	1.1	-8	0.8
N#Cc1c(NCCCO)nc(-c2ccco2)c2c1CCCC2	1.2	1	0	3	1	-5	6	1.3	-21	0.9
CCCn1nnnc1SCC(=O)NNC(=O)C1CCCCC1	0.9	1	0	-2	1.1	4	3	1	-5	1
Nc1nc(N2CCOCC2)n[nH]1	1.1	1	-4	0	1.1	10	5	1.1	7	0.9
S=C(Nc1ccc2nsnc2c1)N1CCCC1	1.3	1.1	-1	-5	1	48	24	1.2	-10	0.8
CCOC(=O)/C(=C\Nc1ccccc1C(F)(F)F)Sc1ncc(C(F)(F)F)cc1Cl	0.8	1	1	1	1.1	6	18	0.9	-1	0.8
Cc1cc(C)c2nc(-c3ccccn3)cc(C(=O)NCc3ccco3)c2c1	1.1	1	-4	-4	1	1	20	1.4	-5	0.8
CCN(CC)S(=O)(=O)c1ccc(C(=O)OCn2c(SC)nnc(C)c2=O)cc1	0.9	1	2	-1	1	-1	16	0.9	-2	0.8
COc1cc(NC(=O)COC(=O)C2CC2)c(C)cc1[N+](=O)[O-]	1	1	2	3	1.1	2	2	1.1	-7	1
Cc1ccc(-c2nnn(CC(=O)N(CC(=O)NCC3CCCO3)c3ccccc3)n2)o1 (configuration not stated)	0.9	1	-2	-3	1	-1	8	1	-15	0.9
CC1=NN(c2ccc(S(=O)(=O)O)cc2Cl)C(=O)C1	1.4	1.1	-7	-6	1.1	8	26	2*	-10	0.7
CCOC(=O)C1CCN(C(=O)c2ccc(Cl)c(NC3=NC4CS(=O)(=O)CC4S3)c2)CC1 (configuration not stated)	1.1	0.9	-3	6	1.1	18	2	1	3	1
CCCC1(C(=O)OCC)NC(c2ccco2)C2C(=O)N(C)C(=O)C21 (configuration not stated)	1	1.1	-1	-5	1.1	2	17	0.9	-15	0.8
CCCCn1c(CCNC(=O)c2cccs2)nc2ccccc21	0.9	1	-5	-2	1	6	7	0.9	-2	0.9
Cc1cc(NS(=O)(=O)c2ccc(NC(=O)CCCC(=O)O)cc2)nc(C)n1	0.9	1	-6	-1	1.1	4	14	1	-6	0.9
CN(Cc1cc(=O)n2ccsc2n1)c1ccccc1	1.1	1.1	-3	-7	1.1	15	-12	1.2	-1	1.1
COc1ccc(-c2cc(-c3ccccc3)nc(SCC(=O)Nc3ncc(C)s3)c2C#N)cc1	0.8	1	-1	-4	1.1	9	11	0.9	-1	0.9
CCOC(=O)c1c(NC(=S)Nc2ccc(OC)cc2)sc2c1CCCCC2	0.8	1	1	0	1.1	12	22	0.9	-3	0.8
COc1ccc(N2CCN(C(=O)CNS(=O)(=O)c3ccc(C)cc3)CC2)cc1	1.1	1	-4	-2	1	2	3	1.1	-12	1
CCOc1ccc(OCC(=O)N2CCOCC2)cc1	1	1	0	-3	0.9	-2	7	1	-11	0.9
Cn1c(NCCCN2CCOCC2)nc2c1c(=O)n(Cc1ccc(Cl)cc1Cl)c(=O)n2C	1	1.1	-8	-9	1.1	-3	2	1	-14	1
O=C1COc2ccc(C(=O)COC(=O)c3cccnc3Cl)cc2N1	1.1	1.1	-2	-7	1	-5	6	1	-8	0.9
COc1ccc(Cl)cc1-n1c(C)cc(C(=O)O)c1C	1.1	1.1	1	-9	1	8	-6	1.1	-17	1.1
O=C(Cn1cc(C(F)(F)F)ccc1=O)Nc1cccc(S(=O)(=O)N2CCOCC2)c1	0.9	1	0	-3	1	-2	21	0.9	-5	0.8
COCCNCCCCSc1ccc(Cl)cc1	0.9	1.1	-3	-9	1	14	0	1	-14	1
CCOc1ccc(/C=N/NC(=O)C(C)N(c2ccc(OC)cc2)S(C)(=O)=O)cc1 (configuration not stated)	0.9	1	-3	1	1	2	11	0.9	-1	0.9

# From PubChem
